Kir21 block – inhibitors of mouse Kir2.1 inward-rectifier potassium channel; HEK293-Kir2.1, FluxOR thallium flux fluorescence; stronger effect = lower value; actives 0.85% (n = 310,000); B-score at 10 µM;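 active = fluorescence ratio B-score at or below minus 3 SD of library scores, with starting-brightness B-score within 2 SD, cut at about -4.2 in these data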;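 note: channel flux triggered by added potassium and thallium sulfate stimulus; B-score of peak minus minimum fluorescence over baseline after thallium stimulus; more negative B-score means stronger Kir2.1 block with less thallium influx; some compounds called inactive have numbers as strong as hits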
Target sequence (P35561 whole entry, looked up): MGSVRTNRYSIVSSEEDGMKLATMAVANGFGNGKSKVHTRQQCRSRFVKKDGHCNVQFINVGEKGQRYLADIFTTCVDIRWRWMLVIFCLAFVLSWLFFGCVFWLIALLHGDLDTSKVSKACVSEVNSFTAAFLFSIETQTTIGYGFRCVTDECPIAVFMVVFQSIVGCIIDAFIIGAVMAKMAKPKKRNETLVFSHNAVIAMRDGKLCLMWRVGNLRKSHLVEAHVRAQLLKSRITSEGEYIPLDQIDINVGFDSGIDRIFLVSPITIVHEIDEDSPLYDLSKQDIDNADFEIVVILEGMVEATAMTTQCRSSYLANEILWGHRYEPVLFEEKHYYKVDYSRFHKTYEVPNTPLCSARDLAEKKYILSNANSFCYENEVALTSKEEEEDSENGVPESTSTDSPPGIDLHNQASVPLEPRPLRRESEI
CHT block – inhibitors of human choline transporter CHT; High affinity choline transporter 1 (Homo sapiens), Q9GZV3; CHT-expressing cells, membrane potential dye, choline response; stronger effect = lower value; B-score at 10 µM; actives 0.86% (n = 310,000); AID 488975, 2010;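 active = B-score over 3 SD under the library average, and starting fluorescence ratio not unusually high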;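 note: choline stimulus applied at its EC90 after an EC20 pre-addition; B-score computed on integrated fluorescence ratio after choline addition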
Target sequence (Q9GZV3 whole entry, looked up): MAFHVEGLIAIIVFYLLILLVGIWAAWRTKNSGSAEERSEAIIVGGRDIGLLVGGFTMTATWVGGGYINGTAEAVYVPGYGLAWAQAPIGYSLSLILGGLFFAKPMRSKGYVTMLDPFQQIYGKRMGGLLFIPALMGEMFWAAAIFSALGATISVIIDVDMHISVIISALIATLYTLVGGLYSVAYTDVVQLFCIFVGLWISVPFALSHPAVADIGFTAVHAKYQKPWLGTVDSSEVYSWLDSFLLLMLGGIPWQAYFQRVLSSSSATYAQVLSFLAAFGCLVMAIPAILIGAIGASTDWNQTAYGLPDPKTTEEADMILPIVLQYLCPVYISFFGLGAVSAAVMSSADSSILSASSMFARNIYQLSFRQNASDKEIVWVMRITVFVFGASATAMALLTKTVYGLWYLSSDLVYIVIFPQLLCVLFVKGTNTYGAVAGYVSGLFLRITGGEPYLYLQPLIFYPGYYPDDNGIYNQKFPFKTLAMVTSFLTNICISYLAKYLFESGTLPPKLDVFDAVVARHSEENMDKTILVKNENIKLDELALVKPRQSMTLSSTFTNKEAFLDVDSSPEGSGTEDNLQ
KCNQ2 block – KCNQ2 potassium channel inhibitors, primary screen, cell-based, CHO-K1, FluxOR thallium flux, B-score (AID 2156); B-score at 10 µM; Potassium voltage-gated channel subfamily KQT member 2 (Rattus norvegicus), O88943; 20 min; stronger effect = lower value; actives 1.1% (n = 310,000);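 active = fluorescence ratio B-score at most minus 3 library SDs, with starting brightness B-score within 2 library SDs, cut at about -5.5 in these data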
Active calls of the source: *.

What do the screens show for `O=C(Nc1ncc2c(n1)-c1ccccc1CC2)c1cccc(Cl)c1`?
Kir21 block: 1.7; CHT block: inactive; KCNQ2 block: inactive

Results for C=CCSc1nnc(-c2cnn(-c3ccccc3)c2-n2cccc2)n1C ?
Kir21 block: -1; CHT block: inactive; KCNQ2 block: inactive

What do the screens show for `COc1ccccc1C(=O)Nc1c2c(nn1-c1cccc(C)c1C)CS(=O)C2` (stereo unspecified)?
Kir21 block: 0.62; CHT block: inactive; KCNQ2 block: inactive

What do the screens show for `CCc1nccn1C(=O)c1cnn2c(C(F)F)cc(-c3ccc(C)cc3)nc12`?
Kir21 block: -0.01; CHT block: inactive; KCNQ2 block: inactive

How did CCN1CCCC1CNC(=O)c1ccc(Sc2ccc(F)cc2)c([N+](=O)[O-])c1 (stereo unspecified) do in these assays?
Kir21 block: -1.8; CHT block: inactive; KCNQ2 block: inactive

Results for O=c1nc2c(-c3ccccc3F)n[nH]n2c2ccccc12 ?
Kir21 block: 0.53; CHT block: inactive; KCNQ2 block: inactive

How did CCCNC(=O)c1cccc(C(F)(F)F)c1 do in these assays?
Kir21 block: 1.3; CHT block: inactive; KCNQ2 block: inactive

Results for CCOC(=O)Cc1cnc(NC(=O)CSc2nc(C)c(CC)c(=O)[nH]2)s1 ?
Kir21 block: -0.96; CHT block: inactive; KCNQ2 block: inactive

How did CC1CC(OCC(O)CN2CCN(Cc3ccccc3)CC2)CC(C)(C)C1 (stereo unspecified) do in these assays?
Kir21 block: -1.1; CHT block: inactive; KCNQ2 block: inactive

What do the screens show for `CC(C)(C)CN1CCNC[C@H]1Cc1ccc(O)cc1`?
Kir21 block: -0.16; CHT block: inactive; KCNQ2 block: inactive

What do the screens show for `Nc1c(Cl)cc(Cl)cc1C(=O)OCC(=O)N1CCCC1=O`?
Kir21 block: 0.08; CHT block: inactive; KCNQ2 block: inactive

How did O=C(CCC(=O)N1CCN(S(=O)(=O)c2ccc(Cl)cc2)CC1)NCc1ccccc1 do in these assays?
Kir21 block: -0.91; CHT block: inactive; KCNQ2 block: inactive

What do the screens show for `O=C(CSc1ncccc1-c1nc2ccccc2[nH]1)NCc1ccco1`?
Kir21 block: 0.51; CHT block: inactive; KCNQ2 block: inactive

Results for COc1ccccc1OCC#CCSc1ncccn1 ?
Kir21 block: -0.09; CHT block: inactive; KCNQ2 block: inactive

What do the screens show for `Cc1cc(C)c(NC(=O)CNC(=O)Cc2sc(C)nc2-c2ccc(F)cc2)c(C)c1`?
Kir21 block: 1.7; CHT block: inactive; KCNQ2 block: inactive

How did CCN(CC)S(=O)(=O)c1cccc(NC(=O)c2ccc(-n3nc(C)cc3C)cc2)c1 do in these assays?
Kir21 block: 0.05; CHT block: inactive; KCNQ2 block: inactive

How did Cn1c(SCc2ccccc2[N+](=O)[O-])nnc1-c1cccnc1 do in these assays?
Kir21 block: -0.67; CHT block: inactive; KCNQ2 block: inactive

What do the screens show for `O=C(NCCCn1ccnc1)/C(=C\c1cccs1)NC(=O)c1ccco1`?
Kir21 block: -0.55; CHT block: inactive; KCNQ2 block: inactive

How did CN(C)/C=C(\C(=O)c1ccc(Cl)cc1)c1nnnn1-c1ccc(Cl)cc1 do in these assays?
Kir21 block: 0.23; CHT block: inactive; KCNQ2 block: inactive

Results for O=C(COC(=O)/C=C/c1ccccc1Cl)NC(=O)Cc1ccccc1 ?
Kir21 block: 0.85; CHT block: inactive; KCNQ2 block: inactive

Five compounds from above, ordered by SMILES length, rising.
What do the screens show for `CC(C)(C)CN1CCNC[C@H]1Cc1ccc(O)cc1`?
Kir21 block: -0.16; CHT block: inactive; KCNQ2 block: inactive

Results for O=c1nc2c(-c3ccccc3F)n[nH]n2c2ccccc12 ?
Kir21 block: 0.53; CHT block: inactive; KCNQ2 block: inactive

How did CN(C)/C=C(\C(=O)c1ccc(Cl)cc1)c1nnnn1-c1ccc(Cl)cc1 do in these assays?
Kir21 block: 0.23; CHT block: inactive; KCNQ2 block: inactive

How did O=C(CCC(=O)N1CCN(S(=O)(=O)c2ccc(Cl)cc2)CC1)NCc1ccccc1 do in these assays?
Kir21 block: -0.91; CHT block: inactive; KCNQ2 block: inactive

How did CCN(CC)S(=O)(=O)c1cccc(NC(=O)c2ccc(-n3nc(C)cc3C)cc2)c1 do in these assays?
Kir21 block: 0.05; CHT block: inactive; KCNQ2 block: inactive

Further entries.
How did O=C(COC(=O)C1CCC(=O)N1)Nc1ccccc1Br (stereo unspecified) do in these assays?
Kir21 block: 2.3; CHT block: inactive; KCNQ2 block: inactive

Results for CC(/C=N/n1cnnc1)=C\c1ccco1 ?
Kir21 block: -0.01; CHT block: inactive; KCNQ2 block: inactive

Results for O=C(CCl)Nc1ccccc1C(=O)Nc1ccc2c(c1)OCO2 ?
Kir21 block: 0.57; CHT block: inactive; KCNQ2 block: inactive

Results for O=C(c1ccc(S(=O)(=O)N2CCCC2)cc1)N1CCCC(C(F)(F)F)C1 (stereo unspecified) ?
Kir21 block: 0.53; CHT block: inactive; KCNQ2 block: inactive

How did O=C(NCc1ccccc1)C1CCCN1S(=O)(=O)c1cccc2cccnc12 (stereo unspecified) do in these assays?
Kir21 block: -0.21; CHT block: inactive; KCNQ2 block: inactive

How did CC(=O)Nc1cc(N=Cc2ccc(O)cc2O)c(Cl)cc1Cl do in these assays?
Kir21 block: 0.5; CHT block: inactive; KCNQ2 block: inactive

Results for COc1ccc(C=O)cc1CN1C(=O)c2ccccc2C1=O ?
Kir21 block: 0.4; CHT block: inactive; KCNQ2 block: inactive

How did COc1ccc(CCNC(=O)c2cc3c(=O)n4cccc(C)c4nc3n(CCCN3CCOCC3)c2=N)cc1 do in these assays?
Kir21 block: 0.67; CHT block: inactive; KCNQ2 block: inactive

How did CCOC(=O)CN1C2=NCCN2c2ccccc21 do in these assays?
Kir21 block: 0.14; CHT block: inactive; KCNQ2 block: inactive

How did COc1cc2c3nnc(-c4ccc(F)cc4)c-3cn(Cc3cccc(F)c3)c2cc1OC do in these assays?
Kir21 block: -0.95; CHT block: inactive; KCNQ2 block: inactive

What do the screens show for `CCOC(=O)C1(CC2CCCCO2)CCN(C(=O)Nc2ccc(SC)cc2)CC1` (stereo unspecified)?
Kir21 block: 0.02; CHT block: inactive; KCNQ2 block: inactive

What do the screens show for `CCCCN(CCCC)C(=O)c1nsnc1-c1ccccc1O`?
Kir21 block: -2.2; CHT block: inactive; KCNQ2 block: inactive

Results for CCN(CCCNC(=O)c1cc2c(-c3cccc(OC)c3)nn(C)c2s1)Cc1ccccc1 ?
Kir21 block: -3.9; CHT block: inactive; KCNQ2 block: inactive

Results for NS(=O)(=O)c1ccc(CNC(=O)CSc2ccccc2)cc1 ?
Kir21 block: 0.69; CHT block: inactive; KCNQ2 block: inactive

How did Cc1cc(=O)n2[nH]c(SCc3ccc(Cl)cc3)nc2n1 do in these assays?
Kir21 block: -0.12; CHT block: inactive; KCNQ2 block: inactive

What do the screens show for `COc1ccc(C2(C(=O)Nc3ccc(C(=O)O)cc3)CCOCC2)cc1`?
Kir21 block: 0.01; CHT block: inactive; KCNQ2 block: inactive

How did Cc1ccc(OCCCC(=O)N2CCOCC2)c(C)c1 do in these assays?
Kir21 block: 0.05; CHT block: inactive; KCNQ2 block: inactive

How did O=C(CSc1nc(C2CCCCC2)nc2ccccc12)NCc1ccc2c(c1)OCO2 do in these assays?
Kir21 block: -0.09; CHT block: inactive; KCNQ2 block: inactive

Results for Cc1cc(S(=O)(=O)N2CCN(Cc3ccccc3)CC2)c(C)s1 ?
Kir21 block: -2.1; CHT block: inactive; KCNQ2 block: inactive

How did CN1CCN(C(=O)CCN2C(=O)/C(=C/c3cccc(Br)c3)SC2=S)CC1 do in these assays?
Kir21 block: 1.1; CHT block: -5.2*; KCNQ2 block: inactive

Results for NS(=O)(=O)c1ccc(NC(=O)Nc2cccc(Cl)c2)cc1 ?
Kir21 block: -0.22; CHT block: inactive; KCNQ2 block: inactive

How did CC(C)=C1C(=O)NN(c2ccc(C)c(Cl)c2)C1=O do in these assays?
Kir21 block: -0.07; CHT block: inactive; KCNQ2 block: inactive

What do the screens show for `COc1ccc(-c2cc(=O)oc3c(C)c(O)ccc23)cc1`?
Kir21 block: -0.79; CHT block: inactive; KCNQ2 block: inactive

Results for CCSc1nnc(N2C(=O)CC(c3ccsc3)C3=C2CC(C)(C)CC3=O)s1 (stereo unspecified) ?
Kir21 block: -0.27; CHT block: inactive; KCNQ2 block: inactive

How did CCOC(=O)c1c(C)oc2ccc(OS(C)(=O)=O)cc12 do in these assays?
Kir21 block: 1; CHT block: inactive; KCNQ2 block: inactive

How did O=C(NCc1ccccc1Cl)c1cnccc1C(F)(F)F do in these assays?
Kir21 block: 0.93; CHT block: inactive; KCNQ2 block: inactive

How did Cc1[nH]c(=O)[nH]c(=O)c1S(=O)(=O)N1CCCC(C(=O)N2CCN(c3cccc(C(F)(F)F)c3)CC2)C1 (stereo unspecified) do in these assays?
Kir21 block: 0.67; CHT block: inactive; KCNQ2 block: inactive

How did O=C1CN(C(=O)CC2C(=O)NCCN2Cc2ccccc2C(F)(F)F)CCN1 (stereo unspecified) do in these assays?
Kir21 block: 0.86; CHT block: inactive; KCNQ2 block: inactive

What do the screens show for `CCC(=O)Nc1cccc(NC(=O)CSc2nnnn2C2CCCC2)c1`?
Kir21 block: -1.7; CHT block: inactive; KCNQ2 block: inactive

Results for CC(=O)Nc1ccc(S(=O)(=O)Nc2nc3nc(-c4ccccc4)cc(-c4ccccc4)n3n2)cc1 ?
Kir21 block: -0.15; CHT block: inactive; KCNQ2 block: inactive

Two successive records out of the list so far:
What do the screens show for `CCC(=O)Nc1cccc(NC(=O)CSc2nnnn2C2CCCC2)c1`?
Kir21 block: -1.7; CHT block: inactive; KCNQ2 block: inactive

Results for CC(=O)Nc1ccc(S(=O)(=O)Nc2nc3nc(-c4ccccc4)cc(-c4ccccc4)n3n2)cc1 ?
Kir21 block: -0.15; CHT block: inactive; KCNQ2 block: inactive

Carrying on:
How did CCOc1cc(/C=C(\C#N)C(=O)Nc2cccc(C(=O)O)c2)ccc1OCc1ccc(Br)cc1 do in these assays?
Kir21 block: 1.1; CHT block: inactive; KCNQ2 block: inactive

Results for O=[N+]([O-])c1cccc(CSc2cccc[n+]2[O-])c1 ?
Kir21 block: 0.92; CHT block: inactive; KCNQ2 block: inactive

How did COc1ccc(Cl)cc1NS(=O)(=O)c1cc(Br)cnc1N do in these assays?
Kir21 block: -2.3; CHT block: inactive; KCNQ2 block: inactive

What do the screens show for `Fc1ccc(-c2nnc(N3CCOCC3)c3ccccc23)cc1F`?
Kir21 block: -1.2; CHT block: inactive; KCNQ2 block: inactive

What do the screens show for `COc1ccc2nc3oc(C(=O)Nc4ccc(OC)c(OC)c4)cc3cc2c1`?
Kir21 block: 0.94; CHT block: inactive; KCNQ2 block: inactive

Results for CCOC(=O)/C(=C/c1c2ccccc2cc2ccccc12)NC(=O)c1ccccc1 ?
Kir21 block: -0.03; CHT block: inactive; KCNQ2 block: inactive

Results for CC(OC(=O)/C(C#N)=C/c1ccc(N(C)C)cc1)C(=O)N(C)c1ccccc1 (stereo unspecified) ?
Kir21 block: -2.2; CHT block: inactive; KCNQ2 block: inactive

Results for COc1cccc(C(=O)N2CCN(C3CCN(Cc4ccccc4)CC3)CC2)c1OC ?
Kir21 block: -0.99; CHT block: inactive; KCNQ2 block: inactive

Results for COC(=O)[C@H](Cc1ccccc1)NC(=O)O[C@H]1C(=O)c2ccc(OC)cc2O[C@@H]1c1ccc2c(c1)OCO2 ?
Kir21 block: -0.42; CHT block: inactive; KCNQ2 block: inactive

Results for OCCNCc1ccc(OCc2ccc(Cl)cc2Cl)cc1 ?
Kir21 block: -7.5*; CHT block: inactive; KCNQ2 block: inactive

What do the screens show for `NC(=O)c1ccc(NC(=O)CN2C(=O)NC(c3ccccc3)(c3ccccc3)C2=O)cc1`?
Kir21 block: -2.6; CHT block: inactive; KCNQ2 block: inactive

How did Cc1nn(C)c(C)c1NC(=O)CC12CC3CC(CC(C3)C1)C2 do in these assays?
Kir21 block: 0.97; CHT block: inactive; KCNQ2 block: inactive

How did CCc1ccccc1NC(=O)C1CCCN(S(=O)(=O)c2ccc3c(c2)CC(C)N3C(C)=O)C1 (stereo unspecified) do in these assays?
Kir21 block: -0.54; CHT block: inactive; KCNQ2 block: inactive

Results for CCCc1cc(=O)oc2cc(C)cc(OCC(=O)O)c12 ?
Kir21 block: 2.9; CHT block: inactive; KCNQ2 block: inactive

What do the screens show for `COC(=O)[C@@H]1C[C@H]1[C@@H](NC(=O)c1cc(C)on1)c1ccccc1`?
Kir21 block: -0.88; CHT block: inactive; KCNQ2 block: inactive

What do the screens show for `O=C(N/N=C/C=C\c1ccco1)c1cccnc1`?
Kir21 block: 0.49; CHT block: inactive; KCNQ2 block: inactive

How did CCOC(=O)CC1C(=O)NCCN1C(=O)c1ccc(Cl)cc1Cl (stereo unspecified) do in these assays?
Kir21 block: 0.09; CHT block: inactive; KCNQ2 block: inactive

How did CCc1ccc(NC(=O)CSc2ccc(-c3cccnc3)nn2)cc1 do in these assays?
Kir21 block: 0.19; CHT block: inactive; KCNQ2 block: inactive

What do the screens show for `COc1ccc(C2C(C#N)=C(N)Oc3n[nH]c(-c4ccccn4)c32)c(OC)c1OC` (stereo unspecified)?
Kir21 block: -0.8; CHT block: inactive; KCNQ2 block: inactive

How did CCOc1ccc(NC(=O)CC2C(=O)N(c3cccc(OC)c3)C(=O)N2CCOC)cc1 (stereo unspecified) do in these assays?
Kir21 block: 2; CHT block: inactive; KCNQ2 block: inactive

Results for NC(=O)c1cccnc1Oc1cccc(Cl)c1 ?
Kir21 block: -0.03; CHT block: inactive; KCNQ2 block: inactive
